Screens (PubChem)
Growth percent in the NCI-60 one-dose screen (48 h, 10 µM unless noted): 100 = growth as untreated, 0 = no growth, -100 = all killed.
SN12C – SN12C renal cancer cells. hit rate 3.8% among 81,000. AID 1794767
U251 – U251 CNS tumor cells; hit rate 5.4% among 80,000; AID 1794753
TK-10 – TK-10 renal cancer cells. AID 1794769. hit rate 3.9% among 81,000
UO-31 – UO-31 renal cancer. hit rate 5.2% among 81,000
SF-295 – SF-295 CNS cancer cells; hit rate 5.6% among 79,000
786-0 – 786-0 renal cancer cells. hit rate 5.1% among 81,000
CAKI-1 – CAKI-1 renal cancer; hit rate 4.7% among 75,000
SF-268 – SF-268 CNS cancer cells. hit rate 3.1% among 82,000
* = called active by the depositor; . = not tested or not shown; & = joins results of further samples. Rule for the calls: active = growth percent below 10; inactive = the rest.

SMILES	SN12C	U251	TK-10	UO-31	SF-295	786-0	CAKI-1	SF-268
O=C1c2ccccc2-n2c(noc2=O)[C@@H]2CCCN12	100	96	95	88	102	106	.	100
CCn1cc(C(=O)N[C@H]2C(OC(C)=O)[C@@H](OC(C)=O)C(COC(C)=O)O[C@H]2OC(C)=O)c(=O)c2ccc(C)nc21 (stereo not given in full)	104	101	103	97	100	103	97	101
c1ccc(CNn2nnc3ccccc32)cc1	111	98	100	92	104	94	101	93
COc1ccc(C(=O)CSc2nc(-c3ccc(C)cc3)c(C#N)c(=O)[nH]2)cc1	106	108	98	86	101	96	94	94
COc1ccc(NC(=O)c2c(Nc3ccc(OC)cc3OC)nn3c(-c4ccccc4)cc(-c4ccccc4)nc23)c(OC)c1	95	102	91	80	106	97	93	99
CCNC(N(C)C)=[N+](C)C	104	112	101	73	.	110	.	113
Fc1ccccc1-c1nc(C(Cl)Cl)nc2cc(-c3ccccc3)nn12	91	49	59	72	81	94	66	97
COc1ccc2c(c1)c(/C=N/Nc1ccnc3cc(Cl)ccc13)cn2C	-82*	-80*	-80*	-89*	-84*	-81*	-92*	-67*
O=C(O)c1ccc(NC(=O)c2nc(-c3ccccc3)n(-c3ccccc3)n2)cc1	102	93	98	81	97	95	98	99
CCCC(C)C(=NC)Nc1ccc(Cl)c(Cl)c1 (stereo not given)	106	101	100	78	.	100	98	111
CCN(CC)CCCC(C)NCC(=O)NC(c1ccc2c(c1)OCO2)c1cc(Cl)c2cccnc2c1O (stereo not given)	38	30	46	3.4*	-53*	7.0*	1.4*	23
CC(=O)c1ccc(N/C=C2\C(=O)c3ccccc3OC2O)cc1 (stereo not given)	82	92	105	99	96	106	87	90
CC(CO)NC(Cc1ccccc1)c1ccccc1 (stereo not given)	93	106	99	80	100	96	91	105
N#CN(Cc1ccccc1)Cc1ccccc1	97	96	107	90	104	104	102	101
O=C(Nc1ccc2c(ccn2Cc2ccccn2)c1)c1ccnnc1	70	108	60	59	95	86	66	82
COc1ccc(-c2nnc(Cn3c(Cc4cccc5ccccc45)nc4ccccc43)o2)cc1	74	84	86	41	59	94	64	83
C=C(C)[C@@H]1CC[C@]2(C(=O)N3CCN(C)CC3)CC[C@]3(C)[C@H](CC[C@@H]4[C@@]5(C)C/C(=C/c6ccncc6)C(=O)C(C)(C)[C@@H]5CC[C@]43C)[C@@H]12	47	47	89	48	75	65	71	62
NC(N)=Nc1nc2ccccc2o1	110	101	129	100	112	109	.	88
CC(=O)/C(=C/c1ccc(Cl)cc1)C(=O)c1ccccc1	85	.	101	66	60	94	85	83
OCC1OC(n2cnc3c(=S)nc[nH]c32)C(O)C1O (stereo not given)	83&95	83&94	41&98	51&94	42&101	35&100	18&104	54&109
Nc1nc(N)c2cc(CNc3ccc(C(=O)NC(CC(=O)O)C(=O)O)cc3)ccc2n1 (stereo not given)	16	38	61	36	29	16	.	30
COC(=O)CCN1CCN(c2cccc(Cl)c2)CC1	98	104	95	85	95	103	66	92
CC(=O)OCC(=O)[C@H]1CC[C@H]2[C@@H]3CC(=C(Br)Br)C4=CC(=O)CC[C@]4(C)[C@H]3CC[C@]12C	84	83	95	58	82	83	74	95
CCCCOc1ccc(NC(=O)n2nc(N)c3cc(Cl)ccc32)cc1	98	93	96	70	82	100	81	106
CCCCn1c(=O)c2c(nc3n2CCCN3CCc2ccc(OCC(=O)NCCN(CC)CC)cc2)n(CCCC)c1=O	65	25	72	43	-22*	11	78	63
O=C(Cn1cc(CN2C(=O)c3ccccc3S2(=O)=O)nn1)Nc1nc2ccccc2s1	105	99	98	69	101	101	90	97
O=C(O)CCc1ccccc1Cl	103	98	117	86	117	102	113	113
COc1ccc(C2CC(=O)Nc3c(-c4ccc(F)cc4)nsc32)cc1 (stereo not given)	97	86	99	82	.	94	85	97
CCCCC(/C=N/N=C(N)N)=N\N=C(N)N	100	101	109	82	91	96	94	92
COc1ccc(C2=C(Nc3ccc(C(=O)Nc4ccccc4)cc3)C(=O)N(C)C2=O)cc1	99	95	95	72	99	105	81	97
O=c1c(Cc2ccc(F)cc2)cc(-c2ccccc2)nn1Cc1ccccc1	63	68	81	64	72	88	58	77
COc1cc(C)cc(-c2nn(CC(N)=O)cc2-c2ccnc(Oc3ccncc3)n2)c1	103	103	106	90	92	103	97	104
CCCCCCCCCCCC(=O)NC(CCC(=O)O)C(=O)O (stereo not given)	89	100	88	.	98	102	86	99
Cn1cc(-c2nc(-c3ccc4ccccc4c3)cs2)c2ccccc21	96	90	87	87	96	92	93	104
c1ccc(OCCC[P+](c2ccccc2)(c2ccccc2)c2ccccc2)cc1	10	8.3*	18	64	-31*	23	77	18
ClCC(Cl)C1CCC(Cl)C(Cl)C1 (stereo not given)	104	100	100	86	96	97	97	98
CCCCCCC/C=C/C1CC(=O)OC1=O (stereo not given)	105	102	111	84	104	107	96	108
CC1(O)Cn2c(nc3nccnc32)S1 (stereo not given)	103	.	102	75	119	96	96	106
S=C(NCCN1CCOCC1)C(=S)NCCN1CCOCC1	99&101	101&97	97&108	83&91	105&116	103&103	98&102	100&111
Cn1nc(-c2ccccc2)c2c(-c3ccccc3)onc2c1=O	45	25	53	40	27	50	37	47
O=C(Nc1cccc(-c2cc(=O)c3ccccc3o2)c1)c1ccccc1	90	98	89	82	92	85	93	97
COc1cc(OC)cc(/C(C)=N/NC(=O)CSc2nc3ccccc3c(=O)n2CCc2ccc(S(N)(=O)=O)cc2)c1	101	107	125	85	97	107	89	96
COc1ccc(NCc2cn(-c3ccccc3)nc2-c2ccc(OCc3ccccc3)cc2)cc1	79	71	78	83	64	74	78	89
Cn1c2c(c3ccc(Cl)cc31)-n1cccc1C2=O	74	89	88	58	105	81	83	92
CN(C)CC(OC(=O)C(c1ccccc1)c1ccccc1)c1ccccc1 (stereo not given)	99	92	89	95	112	96	98	111

Reformatted as labelled records: part of the list above.
COc1ccc(NCc2cn(-c3ccccc3)nc2-c2ccc(OCc3ccccc3)cc2)cc1
  SN12C = 79	U251 = 71	TK-10 = 78	UO-31 = 83	SF-295 = 64	786-0 = 74	CAKI-1 = 78	SF-268 = 89

Cn1c2c(c3ccc(Cl)cc31)-n1cccc1C2=O
  SN12C = 74	U251 = 89	TK-10 = 88	UO-31 = 58	SF-295 = 105	786-0 = 81	CAKI-1 = 83	SF-268 = 92

CN(C)CC(OC(=O)C(c1ccccc1)c1ccccc1)c1ccccc1 (stereo not given)
  SN12C = 99	U251 = 92	TK-10 = 89	UO-31 = 95	SF-295 = 112	786-0 = 96	CAKI-1 = 98	SF-268 = 111

Additional compounds.
SMILES	SN12C	U251	TK-10	UO-31	SF-295	786-0	CAKI-1	SF-268
O=C(O)Cn1c(O)c(C=C2N=c3ccccc3=N2)sc1=S	95	98	96	74	102	99	90	102
CC1=C(Br)C(=O)C(c2c(C)cc(C)c(Br)c2C)=C(Br)C1=O	83	45	114	46	57	84	61	72
Nc1cc(N)cc([N+](=O)[O-])c1	104&99	109&103	108	85&93	109&103	109&101	103&107	99&113
OCC1(CCCc2ccccc2)CCCN(c2nccc3ccccc23)C1 (stereo not given)	44	40	50	27	17	45	39	62
O=C(COc1cccc2cccnc12)Nc1ccc(C(=O)/C=C/c2ccc(Cl)cc2)cc1	86	92	104	68	92	99	76	94
COc1ccc(C2=C/C(=C\c3ccccc3O)C(=O)N2Cc2ccccc2)cc1	96	84	85	68	94	90	93	86
Nc1nc2ccc([C@@H]3Nc4ccc5[nH]ncc5c4[C@H]4[C@H]5CCC(C5)[C@H]43)cc2s1	11	24	46	30	.	44	30	48
O=C(Cn1c2ccccc2c2ccccc21)Nc1ccc(-c2nc3ccccc3s2)cc1	101	94	102	87	96	101	99	93
O=C(/C=C/c1ccc(Cl)cc1)c1ccc(Cl)cc1	102	94	78	76	.	83	76	98
COc1cc(-c2nn(-c3ccc(NC(=O)Nc4ccc(Cl)c(Cl)c4)cc3)cc2-c2ccncc2)ccc1Cl	43	24	-13*	33	3.1*	4.3*	30	44
CCOc1ccccc1NC(=O)CCC(=O)OC	108	105	99	82	104	91	92	97
Cc1ccc(C)c(/C=C2\CN(C(=O)OC(C)(C)C)C/C(=C\c3cc(C)ccc3C)C2=O)c1	31	16	89	61	56	74	45	54
O=C(Nc1ccc(F)cc1)OCCOc1ccc([N+](=O)[O-])cc1	110	99	114	90	100	88	103	111
CCN(CC)CCCNc1cc(OC)cc2nc3cc(Cl)ccc3nc12	13	4.3*	-16*	-87*	18	2.9*	-79*	-35*
COc1ccc2c(c1)c(-c1nc(-c3c[nH]c4c(Cl)nccc34)cs1)cn2C	96	86	36	91	97	124	99	111

As a short view, seven of the compounds above:
SMILES	SN12C	U251	TK-10	UO-31	SF-295	786-0	CAKI-1	SF-268
O=C(/C=C/c1ccc(Cl)cc1)c1ccc(Cl)cc1	102	94	78	76	.	83	76	98
COc1cc(-c2nn(-c3ccc(NC(=O)Nc4ccc(Cl)c(Cl)c4)cc3)cc2-c2ccncc2)ccc1Cl	43	24	-13*	33	3.1*	4.3*	30	44
CCOc1ccccc1NC(=O)CCC(=O)OC	108	105	99	82	104	91	92	97
Cc1ccc(C)c(/C=C2\CN(C(=O)OC(C)(C)C)C/C(=C\c3cc(C)ccc3C)C2=O)c1	31	16	89	61	56	74	45	54
O=C(Nc1ccc(F)cc1)OCCOc1ccc([N+](=O)[O-])cc1	110	99	114	90	100	88	103	111
CCN(CC)CCCNc1cc(OC)cc2nc3cc(Cl)ccc3nc12	13	4.3*	-16*	-87*	18	2.9*	-79*	-35*
COc1ccc2c(c1)c(-c1nc(-c3c[nH]c4c(Cl)nccc34)cs1)cn2C	96	86	36	91	97	124	99	111

(list continues)
SMILES	SN12C	U251	TK-10	UO-31	SF-295	786-0	CAKI-1	SF-268
COc1ccc(NC(=O)Nc2ccc(C(C)C)cc2)cc1	102	110	155	110	112	109	106	88
COc1ccc(C(=O)c2cc3ccccc3o2)cc1	102	91	81	88	89	90	91	99
COC(=O)c1ccccc1C(=O)c1ccccc1	116	106	110	99	114	101	107	99
Cc1cc(C)c(O)c(CN(C)Cc2cc(Cl)cc(Cl)c2O)c1	62&50	41&49	68	42&37	100&47	74&71	32&14	64&61
COc1ccc(/C=C2\N=C3SC=C(N4C(=O)CSC4=Nc4ccccc4)N3C2=O)cc1	102	.	111	81	.	103	84	103
CCOC(=O)C1(C)CCN(C)C1=O (stereo not given)	104	.	101	85	96	95	91	106
CC12C=CC(=O)C=C1CCC1C2CCC2(C)C(C(=O)CO)CCC12 (stereo not given)	100	90	103	78	109	106	96	99
COc1ccc(-n2nnc3c4nc(-c5ccc([N+](=O)[O-])cc5)oc(=O)c4c(C)nc32)cc1	101	111	115	85	101	108	92	95
O=c1ccc(=O)n(-c2nc(-c3ccc(Cl)cc3)cs2)[nH]1	84	96	123	57	97	87	75	85
CS(=O)(=O)c1ccc(-c2cc(-c3nnc(SCC(=O)Nc4ccc(Cl)cc4)n3-c3ccccc3)c3ccccc3n2)cc1	85	93	111	59	97	87	70	80
Cc1cc(C)c(C(=O)CC(C)C)c(C)c1	110	99	97	96	102	105	99	100
CN(C)S(=O)(=O)Oc1ccc(NC(=O)C23CC4CC(CC(C4)C2)C3)cc1	99	91	102	108	.	102	104	105
O=S(=O)(c1ccc(-c2cnc(C3CC3)o2)cc1)N1CCOCC1	92	96	101	82	96	96	93	94
c1ccc(N2CCN(C3c4ccccc4-c4ccccc43)CC2)cc1	105	106	115	72	104	95	92	102
COc1ccc(/C=C/C(=O)c2ccc(NC(=O)CSc3nnc(-c4ccc(-c5nc6ccccc6[nH]5)cc4)o3)cc2)cc1	82	88	111	87	96	102	92	87
Cc1c(C(=O)NCCc2ccc(N3CCC[C@@H]3C)cc2)nn(-c2ccc(Cl)cc2Cl)c1-c1ccc(Cl)cc1	.	91	85	64	78	84	66	87
O=C(CSc1nc2ccccc2c(=O)n1-c1ccccc1)c1cc2cc(O)ccc2oc1=O	94	99	103	84	104	86	84	93
